# Bioassay records from PubChem BioAssay.
# PV pol inh – poliovirus RdRp elongation inhibitors, primary screen, biochemical, fluorescence polarization, total intensity. Genome polyprotein (Poliovirus type 1 (strain Mahoney)), P03300. poliovirus polymerase elongation; hits give low values. % elongation, % (compound at 16.7 µg/mL). 150,000 tested, 0.66% active. AID 588519, 2011; in the data active = % elongation below about 90%; note: some results filed as inactive read as strong as hits
# Target sequence (P03300 1749-2209 limits assumed): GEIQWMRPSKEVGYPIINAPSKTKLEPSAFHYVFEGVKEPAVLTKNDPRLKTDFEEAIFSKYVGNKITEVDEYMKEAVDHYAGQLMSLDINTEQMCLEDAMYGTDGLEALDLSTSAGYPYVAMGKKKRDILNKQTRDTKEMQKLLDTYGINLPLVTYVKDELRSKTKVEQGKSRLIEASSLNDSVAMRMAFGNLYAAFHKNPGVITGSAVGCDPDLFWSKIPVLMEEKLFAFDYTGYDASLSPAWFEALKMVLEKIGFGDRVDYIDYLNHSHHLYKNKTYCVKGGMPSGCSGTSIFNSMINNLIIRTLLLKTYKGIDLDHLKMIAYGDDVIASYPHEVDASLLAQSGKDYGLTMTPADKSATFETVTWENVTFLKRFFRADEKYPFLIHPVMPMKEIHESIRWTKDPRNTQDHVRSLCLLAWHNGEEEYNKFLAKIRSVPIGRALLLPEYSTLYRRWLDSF
# PV pol inh FP z-score – also measured in PV pol inh; calls as there; z-score; measured here: FP z-score; hits read low
# * hit, by the source's call. These rows are one share of the data; rates above refer to the full screens.
SMILES,PV pol inh,PV pol inh FP z-score
O=C(CCN1C(=O)c2ccccc2C1=O)N1CCC(c2ccccc2)C1 (configuration not stated),101.0,-0.1
COC(=O)c1cc(S(=O)(=O)NCC2CCN(Cc3cc(C)ccc3C)CC2)c[nH]1,103.0,-0.2
CCC(=O)N1CCc2cc(S(=O)(=O)NC(C(=O)NCc3ccco3)C(C)C)ccc21 (configuration not stated),103.0,1.1
COc1ccc(CCNC(=O)C2C3C=CC(C3)C2C(=O)O)cc1OC (configuration not stated),101.0,-0.1
CCOC(=O)c1[nH]c(C)c(CCC(=O)NCc2ccccc2)c1C,104.0,-0.8
COc1ccc(-c2nc3ccccc3s2)cc1NC(=O)c1cc(OC)c(OC)c(OC)c1,102.0,-0.2
CCn1c(O)c(N=NC(C)=O)c2ccccc21,99.0,-0.2
Cc1ccc(S(=O)(=O)C(CNC(=O)COc2ccccc2)c2ccco2)cc1 (configuration not stated),99.0,-1.8
CSc1ccc(Cn2cccc2C2=NC(C(C)C)CO2)cc1 (configuration not stated),101.0,-0.3
O=C(C1CCCCC1)N1CCC(n2nnc3ccccc32)CC1,101.0,-0.3
Cc1cc2ccccc2n1-c1ccc(C(=O)N2CCC(C(=O)NCc3ccc(F)cc3)CC2)s1,101.0,-1.2
Cc1ccc(NCC(O)Cn2c3ccccc3c3ccccc32)cc1 (configuration not stated),102.0,0
COc1ccc2ccccc2c1C(O)c1cccs1 (configuration not stated),107.0,0.5
Cc1ccc(CCNC(=O)c2cc3cc4cc(C)ccc4nc3s2)cc1,110.0,0.8
Cc1ccc(NCc2nnc(SCc3nc4ccccc4c(=O)[nH]3)n2Cc2ccco2)c(C)c1,102.0,0.1
OC(CN1CCCCC1)CN1CCCCC1,103.0,0.5
Cc1ccc(S(=O)(=O)NC(=O)NC(C)(C)C)cc1,100.0,-0.1
O=C(NCc1ccc2c(c1)OCO2)c1cc2ccccc2s1,106.0,0.8
CC(C)Cn1c(O)c(N=NC(=S)NC(C)C)c2ccccc21,97.0,-0.6
COc1ccccc1-c1nc2c3c(-c4ccccc4)c(-c4ccccc4)oc3ncn2n1,104.0,-0.1
CCN1CCCC1CNC(=O)c1noc2c1COc1ccc(C)cc1-2 (configuration not stated),104.0,0.3
COc1c(C)cc(S(=O)(=O)N2CCN(c3ccc(F)cc3)CC2)c(C)c1C,99.0,-0.8
CCOC(=O)c1nnn2c1nc(Sc1nc3ccccc3[nH]1)c1ccccc12,102.0,0.1
O=C(Nc1cc(Cl)cc(Cl)c1)C(Sc1cccc[n+]1[O-])c1ccccc1 (configuration not stated),100.0,-0.4
Cc1ccc(C(=O)CSCC(=O)Nc2ccccc2)s1,110.0,0.7
# (listing goes on)
SMILES,PV pol inh,PV pol inh FP z-score
O=c1c(O)c(-c2ccccc2O)[nH]c2ccccc12,110.0,0.7
Cc1nnc(SCc2ccccc2Cl)c2cc3occc3n12,107.0,0
CC(C)(C)c1ccc(C(=O)N(Cc2ccco2)C2CCS(=O)(=O)C2)cc1 (configuration not stated),102.0,0.2
O=C(COc1ccccc1)OCC(=O)c1cccc(C(F)(F)F)c1,100.0,-0.4
COc1cccc(C2CC(c3cccs3)=NN2C(=O)CSC2CCCCC2)c1OC (configuration not stated),100.0,-0.3
O=C(COc1ccc(-c2ccccc2)cc1)Nc1ncccn1,106.0,1.7
CCOC(=O)/C(=C\c1ccc(OCC(=O)O)cc1)C1=Nn2c(nnc2C2CCCCC2)SC1,105.0,0.4
CSCCC(NS(=O)(=O)c1ccc2c(c1)oc(=O)n2C)C(=O)N1CCN(c2cc(Cl)ccc2C)CC1 (configuration not stated),103.0,-0.1
Cc1cccc(N2CCN(C(=O)c3cc(S(=O)(=O)N4CCC(C)CC4)cn3C)CC2)c1C,106.0,0
O=C(OCC(=O)N1CCCCC1)c1ccc(OC(F)(F)F)cc1,99.0,-1.4
CC(=O)Nc1ccc(S(=O)(=O)NNc2ncnc3sccc23)cc1,100.0,-0.3
O=C(NCCc1ccc(F)cc1)C(=O)NCC(c1cccs1)S(=O)(=O)c1cccs1 (configuration not stated),105.0,-0.5

# Some of the entries so far, with values under each structure:
# The line under a structure holds: PV pol inh | PV pol inh FP z-score
O=C(NCc1ccc2c(c1)OCO2)c1cc2ccccc2s1
  106.0 | 0.8
CC(C)Cn1c(O)c(N=NC(=S)NC(C)C)c2ccccc21
  97.0 | -0.6
COc1ccccc1-c1nc2c3c(-c4ccccc4)c(-c4ccccc4)oc3ncn2n1
  104.0 | -0.1
CCN1CCCC1CNC(=O)c1noc2c1COc1ccc(C)cc1-2 (configuration not stated)
  104.0 | 0.3
COc1c(C)cc(S(=O)(=O)N2CCN(c3ccc(F)cc3)CC2)c(C)c1C
  99.0 | -0.8
CCOC(=O)c1nnn2c1nc(Sc1nc3ccccc3[nH]1)c1ccccc12
  102.0 | 0.1
O=C(Nc1cc(Cl)cc(Cl)c1)C(Sc1cccc[n+]1[O-])c1ccccc1 (configuration not stated)
  100.0 | -0.4
Cc1ccc(C(=O)CSCC(=O)Nc2ccccc2)s1
  110.0 | 0.7
O=c1c(O)c(-c2ccccc2O)[nH]c2ccccc12
  110.0 | 0.7
Cc1nnc(SCc2ccccc2Cl)c2cc3occc3n12
  107.0 | 0
CC(C)(C)c1ccc(C(=O)N(Cc2ccco2)C2CCS(=O)(=O)C2)cc1 (configuration not stated)
  102.0 | 0.2
O=C(COc1ccccc1)OCC(=O)c1cccc(C(F)(F)F)c1
  100.0 | -0.4
COc1cccc(C2CC(c3cccs3)=NN2C(=O)CSC2CCCCC2)c1OC (configuration not stated)
  100.0 | -0.3
O=C(COc1ccc(-c2ccccc2)cc1)Nc1ncccn1
  106.0 | 1.7
CCOC(=O)/C(=C\c1ccc(OCC(=O)O)cc1)C1=Nn2c(nnc2C2CCCCC2)SC1
  105.0 | 0.4
CSCCC(NS(=O)(=O)c1ccc2c(c1)oc(=O)n2C)C(=O)N1CCN(c2cc(Cl)ccc2C)CC1 (configuration not stated)
  103.0 | -0.1
Cc1cccc(N2CCN(C(=O)c3cc(S(=O)(=O)N4CCC(C)CC4)cn3C)CC2)c1C
  106.0 | 0
